# INS-1E GSIS act = GLuc luminescence reporter in INS-1E cells, primary screen for activators of glucose-dependent secretion of insulin. INS-1E GLuc reporter insulin secretion, 2-3 h. activation, % at 16.6 µM. actives 0.61% (n = 370,000);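 active = lowest replicate activation of at least 40%, so every replicate reaches that level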;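 note: 0% = median of neutral control wells and 100% = median of IBMX positive control wells; some compounds called inactive have numbers as strong as hits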
# esBAF inh = Bmi1 luciferase reporter increase in mESCs, primary screen, esBAF inhibitor project, mouse ES cells, Bmi1 luciferase knock-in, single point; AID 602393, 2012; reporter increase, % at 12.5 µM; 24 h; 100% = twice the neutral-well signal; actives 2% (n = 350,000); in the data active = activation above about 40%;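 note: 0% = median of the plate's neutral control wells and 100% = double that signal; a rise in the Bmi1 reporter signal indicates esBAF inhibition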
# ARNT-TACC3 inh = disruptors of ARNT/TACC3 protein interaction, primary screen, biochemical, AlphaScreen, single concentration. Transforming acidic coiled-coil-containing protein 3 (Homo sapiens), Q9Y6A5. AlphaScreen His-ARNT PAS-B/GST-TACC3 binding, luminescence; TACC3 fragment carries E629A point mutation. inhibition, % at 9.99 µM. actives 0.66% (n = 390,000);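 active = mean inhibition of replicates at least 50% and at least half of replicates each reaching 50%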;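 note: 0% = complete ARNT plus TACC3 wells and 100% = ARNT alone without TACC3; many hits fall short of the cut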
# XiGFP reactiv = activators of inactive X chromosome reactivation, primary screen, imaging, XiGFP fibroblasts, GFP high-content imaging, set 2; activation, % at 7.58 µM; XiGFP mouse fibroblasts, % GFP-positive cells imaging, 3 d; cells co-treated with 5-aza-dC sensitizer; scaled so ellipticine positive control = 100%; actives 0.055% (n = 360,000); AID 743238, 2013;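 active = mean normalized replicate activation at least 10% and every replicate at or above 10%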;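 note: 0% = median of on-plate neutral control wells and 100% = ellipticine 6 µM median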
#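 material = 68-5-11 XiGFP fibroblast line | medium = DMEM plus 5-aza-dC sensitizer | schedule = 3 days compound exposure | benchmarks = positive control ellipticine, 6 µM final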
# ERAP1 inh = human ERAP1 aminopeptidase inhibitors, primary screen, biochemical, single point, plate reader; inhibition, % at 10.7 µM; actives 0.15% (n = 340,000); recombinant ERAP1, Leu-AMC fluorescence, 60 min; AID 652197, 2013;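 active = mean replicate inhibition of at least 30%, or all replicates individually reaching that 30% level; inactive = mean below 30% and not every replicate reaching it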;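 note: 0% = neutral control wells and 100% = L-leucinethiol positive control wells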
# Target sequence (Q9NZ08 whole entry, looked up): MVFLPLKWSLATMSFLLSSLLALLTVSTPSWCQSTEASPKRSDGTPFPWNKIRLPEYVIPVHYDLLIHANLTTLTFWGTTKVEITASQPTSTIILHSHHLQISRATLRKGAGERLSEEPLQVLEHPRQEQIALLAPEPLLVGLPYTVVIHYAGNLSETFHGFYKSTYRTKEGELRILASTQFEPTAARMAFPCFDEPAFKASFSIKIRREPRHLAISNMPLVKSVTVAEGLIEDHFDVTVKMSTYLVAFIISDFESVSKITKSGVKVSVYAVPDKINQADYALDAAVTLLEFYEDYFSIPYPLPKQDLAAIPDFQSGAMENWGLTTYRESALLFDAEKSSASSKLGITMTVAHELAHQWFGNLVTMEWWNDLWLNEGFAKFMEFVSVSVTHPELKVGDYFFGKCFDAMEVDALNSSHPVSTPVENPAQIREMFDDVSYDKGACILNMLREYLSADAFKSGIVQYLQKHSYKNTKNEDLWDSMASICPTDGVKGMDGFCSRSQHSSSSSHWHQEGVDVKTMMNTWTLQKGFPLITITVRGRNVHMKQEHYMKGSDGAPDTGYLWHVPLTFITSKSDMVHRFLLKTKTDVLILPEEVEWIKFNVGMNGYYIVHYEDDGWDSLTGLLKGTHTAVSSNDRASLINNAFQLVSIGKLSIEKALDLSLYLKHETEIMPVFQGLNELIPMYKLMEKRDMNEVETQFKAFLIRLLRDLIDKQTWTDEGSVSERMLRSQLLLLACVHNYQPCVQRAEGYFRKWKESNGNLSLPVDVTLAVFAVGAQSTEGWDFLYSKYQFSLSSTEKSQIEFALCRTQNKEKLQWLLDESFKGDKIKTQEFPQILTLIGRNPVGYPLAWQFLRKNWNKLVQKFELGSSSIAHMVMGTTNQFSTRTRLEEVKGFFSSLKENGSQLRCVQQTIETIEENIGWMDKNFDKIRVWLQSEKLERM
# RAD52 anneal inh = RAD52 DNA annealing inhibitors, primary screen, biochemical, FRET, single point, set 2. recombinant RAD52 DNA annealing, FRET fluorescence. DNA repair protein RAD52 homolog (Homo sapiens), P43351. actives 0.46% (n = 360,000). inhibition, % at 18.7 µM. AID 651710, 2012;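 active = every replicate showing at least 50% inhibition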
# F508del corr = F508del CFTR correction, initial screen, CFBE line, single point. CFBE cells, YFP halide quenching; stimulated with forskolin plus potentiator P3; % fluorescence drop versus neutral controls. AID 720511, 2013. activity (quench increase), % at 7.58 µM. actives 0.36% (n = 350,000);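 active = mean added fluorescence quench of at least 8% versus neutral control, with both replicates also reaching 8%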;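 note: cells transiently co-express mutant CFTR-F508del with the halide-sensitive YFP; corrector assay measuring rescue of mutant channel to the surface after 24 h compound exposure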
# RAD54 inh = inhibitors of human RAD54 branch migration, primary screen, biochemical, fluorescence, single point; RAD54 Holliday junction branch migration, FAM/BHQ fluorescence; inhibition, % at 10.4 µM; actives 0.14% (n = 360,000); AID 602329, 2012;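 active = mean normalized replicate activity at least 40 and at least half of replicates scoring 40 or more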;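 note: 0% = median of neutral control wells and 100% = median of positive control wells; inhibitors cause a drop in the FAM fluorescence signal; in these data hits start at about 50%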
# * marks the source's active call; other numbers are inactive results; · = not tested or not shown; & = joins results of further samples.
[1] CC(C)NC(=O)Nc1ccc2c(c1)C(=O)N([C@@H](C)CO)C[C@H](C)[C@H](CN(C)Cc1ccccc1)OCCCC[C@H](C)O2
[2] CCOC(=O)C1CCCN(C(=O)c2cccc(S(=O)(=O)N3CC(C)OC(C)C3)c2)C1 (stereo unspecified)
[3] NC(=NCc1ccc2c(c1)OCO2)NC(=O)c1ccccc1
[4] COc1ccc(OC)c(NC(=O)Cn2cc(C#N)c3ccccc32)c1
[5] CN1CCN(CC(O)COCCOc2ccc(Br)cc2)CC1 (stereo unspecified)
[6] CC(C)(C)NCCCCOc1ccc(F)cc1
[7] C[C@@H]1CN([C@@H](C)CO)C(=O)c2cc(NS(C)(=O)=O)ccc2O[C@@H](C)CCCCO[C@H]1CN(C)Cc1ccc(C(=O)O)cc1
[8] C[C@@H]1CCCCO[C@H](CN(C)Cc2ccc(C(F)(F)F)cc2)[C@@H](C)CN([C@H](C)CO)C(=O)c2cc(NS(=O)(=O)c3cn(C)cn3)ccc2O1
Assay by compound	1	2	3	4	5	6	7	8
INS-1E GSIS act	-6	-3	-10	-9	12	21	25	-3&-1
esBAF inh	0	-5	·	6	-9	0	-4	3&-3
ARNT-TACC3 inh	4	-4	6	-4	1	-6	-2	0
XiGFP reactiv	0.2	0.0	0.0	·	0.3	·	0.1	0.2&-0.8
ERAP1 inh	3	7	9	·	·	·	0	0&1
RAD52 anneal inh	19	-4	51*	·	·	·	0	-7&12
F508del corr	-2.3	-0.4	0.3	·	·	·	-1.7	0.7&-1.4
RAD54 inh	-1	·	·	8	-2	-8	-1	1

[9] O=C(Nc1nc(-c2cccnc2)cs1)c1ccc([N+](=O)[O-])cc1
[10] CC1CN(Cc2nnc(-c3ccccc3)o2)CC(C)O1 (stereo unspecified)
[11] c1cnn(-c2cncc(-n3cccn3)n2)c1
[12] C[C@H]1CN([C@@H](C)CO)S(=O)(=O)c2ccc(-c3ccc(C(=O)N(C)C)cc3)cc2O[C@H]1CN(C)C(=O)C1CCOCC1
[13] CCOC1=C2[C@@H](CN(S(=O)(=O)c3ccc(C)cc3)[C@H]2c2cccc3ccccc23)[C@H]2C(=O)NC(=O)[C@H]2C1
[14] COc1ccc(S(=O)(=O)N(C)C[C@@H]2Oc3ccc(NS(=O)(=O)c4ccc(F)cc4)cc3CC(=O)N([C@H](C)CO)C[C@H]2C)cc1
[15] O=C(CN1C(=O)CCC1=O)Nc1nc(-c2ccccn2)cs1
[16] O=C(C[C@@H]1C=C[C@H](NC(=O)Nc2ccc(F)cc2)[C@@H](CO)O1)NCc1cccc(F)c1
Assay by compound	9	10	11	12	13	14	15	16
INS-1E GSIS act	6	13	8	14	-9	1	1	1
esBAF inh	9	·	·	-2	4	5	-3	1
ARNT-TACC3 inh	-1	-6	10	-11	·	·	59*	-12
XiGFP reactiv	0.1	0.0	-0.2	-0.2	0.0	4.6	0.0	0.6
ERAP1 inh	-2	-2	-1	0	-7	3	·	0
RAD52 anneal inh	7	-8	7	12	7	1	12	2
F508del corr	-0.3	-2.9	0.0	-2.7	2.3	-4.9	-1.7	-1.4
RAD54 inh	5	·	·	3	2	·	14	-2

[17] Cc1ccc(S(=O)(=O)NC(=O)Nc2ccc(C)cc2C)cc1
[18] Nc1nc(-c2ccccc2)cc(-c2ccccc2)n1
[19] C[C@@H]1CN([C@H](C)CO)S(=O)(=O)c2ccc(Br)cc2O[C@@H]1CN(C)Cc1ccc(-c2ccccc2)cc1
[20] Cc1ccc(S(=O)(=O)N[C@H]2CC[C@H](CC(=O)NCCCN(C)C)O[C@@H]2CO)cc1
[21] C[C@@H]1CN([C@@H](C)CO)C(=O)c2cc(NC(=O)C3CCCCC3)ccc2O[C@H]1CN(C)S(=O)(=O)c1ccc(Cl)cc1
[22] CC(C)(C)OC(=O)N1CCC2(CC1)Oc1ccc(F)cc1C(=O)C21CC(c2ccccc2)=NO1 (stereo unspecified)
[23] N#C[C@H]1[C@H](c2ccc(C#Cc3ccccc3F)cc2)[C@@H](CO)N1C(=O)C1CCOCC1
[24] CC(=O)Nc1ccc(C(=O)CSc2nnc3scc(-c4ccccc4)n23)cc1
Assay by compound	17	18	19	20	21	22	23	24
INS-1E GSIS act	18	12	-31&4	8	-3	-10	5	0
esBAF inh	-3	12	0	-4	2	-14	-22	-5
ARNT-TACC3 inh	-25	-3	·	-5	-4	6	29	-12
XiGFP reactiv	0.8	0.0	0.0&-0.7	0.9	-0.2	0.7	-0.1	·
ERAP1 inh	1	-2	·	2	-3	·	0	0
RAD52 anneal inh	-4	-16	-8	11	6	-4	-76	-7
F508del corr	-0.6	-2.8	0.6	3.3	-0.5	-1.8	-2.4	0.1
RAD54 inh	10	5	2	-2	1	7	-24	-1

[25] N#Cc1ccc(S(=O)(=O)NC(=O)[C@H]2O[C@@H](n3ccc(=O)[nH]c3=O)[C@H](O)[C@@H]2O)cc1
[26] O=C(CC1CC1)N1CC2(C1)[C@@H](c1ccccc1)[C@@H](CO)N2C(=O)c1cnccn1
[27] S=C1NC[C@H](CC2CCCCC2)N1CC1CCCCC1
[28] CC1CCN(c2c(NCC3CCC(C(=O)NC4CCCCCC4)CC3)c(=O)c2=O)CC1 (stereo unspecified)
[29] COc1ccc(NC(=O)Nc2ccc3c(c2)C(=O)N([C@H](C)CO)C[C@@H](C)[C@@H](CN(C)Cc2ccc(C(F)(F)F)cc2)OCCCC[C@H](C)O3)cc1
[30] COc1ccc(NC(=O)N(C)C[C@@H]2Oc3c(NC(=O)c4cc(C)nn4C)cccc3C(=O)N([C@@H](C)CO)C[C@H]2C)cc1
[31] Cc1cccc(C(=O)O/N=C(\N)c2ccc(Cl)cc2)c1
[32] CCCNC(=O)C[C@H]1CC[C@@H]2[C@H](COc3ccc(NC(=O)c4ccc(OC)cc4)cc3C(=O)N2C)O1
Assay by compound	25	26	27	28	29	30	31	32
INS-1E GSIS act	24	24	-12	-2	-26	5	11	7
esBAF inh	·	·	14	·	-2	0	·	-4
ARNT-TACC3 inh	·	·	-2	3	-1	-4	-15	4
XiGFP reactiv	0.3	0.0	0.5	0.1	-0.1	-0.2	0.0	-0.1
ERAP1 inh	3	0	-2	-1	-1	-3	-7	·
RAD52 anneal inh	6	6	-8	-11	-13	-14	-8	·
F508del corr	-1.5	-0.7	1.2	0.1	-0.8	-2.2	2.4	-2.0
RAD54 inh	·	·	-1	·	-3	4	·	-9

[33] CCC(C)N1CCC(Oc2ccc(C(=O)NCc3ccccn3)cc2)CC1 (stereo unspecified)
[34] O=C(CCn1c(=O)[nH]c2ccccc2c1=O)NCCSCc1ccccc1
[35] Oc1ccccc1N1CCN(c2ncnc3scc(-c4ccc(F)cc4)c23)CC1
[36] Cc1cccc(CNC(=O)C2CCC(=O)N(C3CC3)C2)c1 (stereo unspecified)
[37] COc1ccc(S(=O)(=O)NCc2ccccn2)c(C)c1C
[38] CO[C@@H]1CN(C)C(=O)c2cc(NC(=O)C3CC3)ccc2OC[C@@H](C)N(C(=O)CN2CCOCC2)C[C@@H]1C
[39] COc1ccc(Cl)cc1NC(=O)C1CC(c2ccccc2O)=NO1 (stereo unspecified)
[40] COc1ccc(OC)c(NC(=O)COC(=O)CCc2nc3ccccc3c(=O)[nH]2)c1
Assay by compound	33	34	35	36	37	38	39	40
INS-1E GSIS act	4	14	-1	2	6	5	-1	0
esBAF inh	-6	-2	-1	-1	-12	-2	1	-6
ARNT-TACC3 inh	4	-3	11	·	-1	·	-17	-3
XiGFP reactiv	0.1	0.1	0.1	0.1	0.1	0.1	3.9	0.1
ERAP1 inh	1	-5	2	0	-1	·	0	-2
RAD52 anneal inh	-25	5	-14	-9	-7	9	-14	-20
F508del corr	0.1	0.9	0.7	0.2	1.9	-0.5	-5.9	0.4
RAD54 inh	-6	-4	-4	-9	0	-3	-1	7

[41] C[C@H](CO)N1C[C@H](C)[C@H](CN(C)C(=O)Cc2ccncc2)Oc2cc(C#CC3CCCCC3)ccc2S1(=O)=O
[42] COc1ccccc1NS(=O)(=O)c1cc(NC(=O)c2cccs2)ccc1N1CCOCC1
[43] CCc1nn(CC(=O)NCCc2ccc(OC)cc2OC)c(=O)c2cc3occc3n12
[44] CCOC(=O)c1cc(-c2c(Cl)cccc2Cl)no1
[45] C/C(=N\Nc1ccc([N+](=O)[O-])cc1[N+](=O)[O-])C(C)(C)C(C(=O)O)C(=O)O
[46] Cc1cc(C)c2nc(/N=C(\N)NC(=O)Nc3ccccc3)nc(C)c2c1
[47] COc1ccc(CCNC(=O)Cn2nnc(C(=O)Nc3cccc(C)c3C)c2N)cc1OC
[48] CC(=O)Nc1ccc(S(=O)(=O)Nc2nc3ccccc3nc2Nc2ccccc2)cc1
Assay by compound	41	42	43	44	45	46	47	48
INS-1E GSIS act	-19	0	16	-5	-11	-20	29	2
esBAF inh	1	5	-5	·	·	·	2	·
ARNT-TACC3 inh	7	-4	-4	-14	-3	-17	-3	-4
XiGFP reactiv	-1.1	-0.1	0.2	0.2	-0.1	-0.1	-0.1	0.3
ERAP1 inh	0	0	-5	·	27	·	4	-2
RAD52 anneal inh	-97	-6	-22	-6	-16	·	-8	-6
F508del corr	0.8	-2.6	2.0	-0.7	2.3	·	-0.6	-1.7
RAD54 inh	-6	·	7	·	-7	24	3	·

# Profiles, quoted from the list:
# Entry for COc1ccc(CCNC(=O)Cn2nnc(C(=O)Nc3cccc(C)c3C)c2N)cc1OC → INS-1E GSIS act = 29; esBAF inh = 2; ARNT-TACC3 inh = -3; XiGFP reactiv = -0.1; ERAP1 inh = 4; RAD52 anneal inh = -8; F508del corr = -0.6; RAD54 inh = 3
# Entry for CC(=O)Nc1ccc(S(=O)(=O)Nc2nc3ccccc3nc2Nc2ccccc2)cc1 → INS-1E GSIS act = 2; esBAF inh = ·; ARNT-TACC3 inh = -4; XiGFP reactiv = 0.3; ERAP1 inh = -2; RAD52 anneal inh = -6; F508del corr = -1.7; RAD54 inh = ·
# Entry for C[C@H](CO)N1C[C@H](C)[C@H](CN(C)C(=O)Cc2ccncc2)Oc2cc(C#CC3CCCCC3)ccc2S1(=O)=O → INS-1E GSIS act = -19; esBAF inh = 1; ARNT-TACC3 inh = 7; XiGFP reactiv = -1.1; ERAP1 inh = 0; RAD52 anneal inh = -97; F508del corr = 0.8; RAD54 inh = -6

# Additional structures
[49] CC1CCCCC1NC(=O)C1CCN(S(=O)(=O)c2ccc3c(c2)CCC(=O)N3)CC1 (stereo unspecified)
[50] C[C@@H]1CN([C@@H](C)CO)C(=O)c2cc(NC(=O)Nc3cccc4ccccc34)ccc2O[C@@H](C)CCCCO[C@H]1CN(C)C(=O)NC1CCCCC1
[51] CCCOc1ccc(CC2CCC(=O)NC2=O)cc1 (stereo unspecified)
[52] O=C(NCC[C@H]1CC[C@@H](NS(=O)(=O)c2ccccc2)[C@@H](CO)O1)c1ccc2c(c1)OCO2
Assay by compound	49	50	51	52
INS-1E GSIS act	4	10	-6	4
esBAF inh	-2	-2	·	1
ARNT-TACC3 inh	4	-2	-1	2
XiGFP reactiv	-0.2	0.0	0.0	0.0
ERAP1 inh	·	-2	-2	2
RAD52 anneal inh	-35	-3	-15	2
F508del corr	-0.6	-3.3	-3.7	1.5
RAD54 inh	-1	4	7	-4

# The order is random. Share with any hit: about 3.3%.
